Assay outcomes deposited in PubChem BioAssay by several laboratories.
ER stress rescue – rescue of cells from ER stress-induced death, primary screen, 384-well, CSM14.1, thapsigargin, ATP luminescence (AID 1222) | CSM14.1 thapsigargin-induced death rescue, ATP luminescence; higher % means a stronger effect | one-dose cellular ATP content (survival), % at 20 µM; EC50 in µM for titrated hits | 190,000 tested, under 10 active;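 active = EC50 below 50 µM in the dose-response confirmation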;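 note: death triggered by thapsigargin at about 15 µM added after 2 h compound pretreatment; cell ATP read after overnight thapsigargin exposure of roughly 18 to 22 hours; normalized against plate controls of thapsigargin alone and 5% DMSO vehicle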
NS5 inhibitors – Dengue-2 NS5 methyltransferase inhibitors, primary screen, biochemical, confirmation dose response (AID 588689); Dengue-2 NS5 methyltransferase capping enzyme assay, biochemical; higher % means a stronger effect; one-dose inhibition, % at 25 µM; IC50 in µM for titrated hits; hit rate 0.3% among 340,000; in the data active = a potency from the dose series; inconclusive = inhibition above about 29% without an active follow-up result
West Nile virus CPE – inhibition of WNV-induced cytopathic effect – cell-based, CPE readout (AID 1621) | hit rate 0.02% among 290,000 | CPE inhibition, % at 10 µM; hits with a dose series show IC50 in µM | West Nile virus-infected cells, CPE inhibition; higher % means a stronger effect; in the data active = a potency from the dose series; inconclusive = CPE inhibition mostly from about 3.7% at the one dose, without a potency; inactive = the rest, 99 in 100 with CPE inhibition below about 2.2%; note: strong numbers were not always called active
XIAP antagonists – small molecules displacing peptide from XIAP – biochemical, IAP family, fluorescence polarization (AID 1018); displacement, % at 20 µM, or IC50 in µM where a hit was titrated; hit rate 0.007% among 200,000; XIAP BIR domain, fluorescence polarization peptide displacement; higher % means a stronger effect; in the data active = displacement above about 50%; note: a part of the inactive calls stands beside numbers as strong as those of hits
WT yeast gro inh – growth inhibition of WT yeast, mitochondrial fusion screen | inhibition, % at 10 µM | hit rate 2.1% among 190,000 | mitochondrial fusion phenotypic screen, WT strain | AID 1362; in the data active = inhibition above about 58%; tested in S. cerevisiae
Yfh1-depleted yeast – enhancers of respiration in Yfh1-depleted yeast, dose response, Friedreich's ataxia, plus single-dose screen (AID 1465). S. cerevisiae Yfh1-off respiration, WST-1 reduction, 72 h; higher fold induction means a stronger effect. fold induction at 50 µM; hits with a dose series show EC50 in µM. hit rate 0.074% among 220,000;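 active = fold induction of absorbance versus untreated yeast above a set limit, then at least 30% activation at any dose in follow-up; inconclusive = repeats straddling the limit, or above it without dose testing; inactive = fold induction below the set limit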;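 note: activators that raise dye reduction in frataxin-depleted yeast; strong numbers were not always called active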
RSV CPE inhibition – RSV antiviral activity via CPE protection, HEp-2 cells, primary 10 µM value included (AID 2391); HEp-2 cells, RSV-induced CPE inhibition; higher % means a stronger effect; CPE inhibition, % at 10 µM, or IC50 in µM where a hit was titrated; hit rate 0.13% among 310,000; in the data active = a potency from the dose series; inconclusive = CPE inhibition mostly from about 23% at the one dose, without a potency; inactive = the rest, 99 in 100 with CPE inhibition below about 21%; note: strong numbers were not always called active
Large T inhibition – TAg ATPase/helicase activity blockers – biochemical (AID 1903) | hit rate 0.39% among 310,000 | inhibition, % at 20 µM, or IC50 in µM where a hit was titrated | SV40 large T antigen ATPase/helicase inhibition assay; higher % means a stronger effect; in the data active = a potency from the dose series; inconclusive = inhibition mostly from about 32% at the one dose, without a potency; inactive = the rest, 99 in 100 with inhibition below about 32%; note: strong numbers were not always called active
UTI89 phage lysis – protection from phage-mediated lysis, alamar blue read-out – E. coli UTI89, K1F phage, bacterial capsule biogenesis inhibitors (AID 488966) | E. coli UTI89 K1F phage lysis, alamar blue, 2 h; higher % means a stronger effect | inhibition, % at 100 µM, or IC50 in µM where a hit was titrated | hit rate 0.02% among 340,000;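 active = phage lysis inhibition, versus mean bacterial control, above a set limit; inconclusive = no clear call, values can overlap the other calls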;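 note: capsule biogenesis inhibitors block K1F phage lysis so surviving cells raise fluorescence; higher fluorescence means more inhibition of phage lysis; actives were called in the ten point dose series up to 300 µM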
WT yeast gro inh mutant strain – also measured in WT yeast gro inh; calls as there; inhibition, %; mitochondrial fusion phenotypic screen, mutant strain inhibition
NS5 inhibitors pilot replicate – second read-out of NS5 inhibitors, no call of its own (marks repeat the call); inhibition, %; measured here: pilot screen replicate inhibition
The depositor's hits bear a star; i = inactive; ? = inconclusive; . = not tested or not shown; [ ] = another dose, or the depositor's remark.

SMILES | ER stress rescue | NS5 inhibitors | West Nile virus CPE | XIAP antagonists | WT yeast gro inh | WT yeast gro inh mutant strain | Yfh1-depleted yeast | RSV CPE inhibition | Large T inhibition | UTI89 phage lysis | others
COCC1CCCN(C(=O)c2cc(COc3cncc(Cl)c3)on2)C1 (stereo not drawn) | . | -3% | -0.1% | . | . | . | . | 9.5% | 5% | 0.2%
CC(=O)Oc1ccc(C(=O)[C@H]2[C@H]3C(=O)N(c4ccc5ccccc5c4)C(=O)[C@H]3[C@@H]3C=CC=NN32)cc1 | -0.2% | -3% | 0.6% | -3.7% | -4 | 7 | i | 14% | 7% | -0.4%[50 µM]
Cc1ccc(S(=O)(=O)N(C)CC(=O)N2CCCC2)cc1 | -1.7% | -8% | 0.0% | -2.3% | -16 | -12 | i | 0.0% | 19% | 0.4%
Cn1c(COc2ccccc2)nnc1SCC(=O)Nc1ccc(N2CCOCC2)cc1 | . | -5% | -0.7% | . | . | . | . | 0.9% | 21% | -0.2%
CC(C)=CCN1CCN(Cc2ccc(N3CCNC3=O)cc2)CC1CCO (stereo not drawn) | 0.2% | -8% | 1.0% | -0.4% | 12 | 11 | i | -1.1% | 6% | 1.1%
Cc1noc(C)c1COC(=O)c1ccccc1NC(=O)Cc1ccccc1 | 1.8% | -9% | -0.4% | -0.5% | -4 | -1 | i | 4.3% | 2% | -0.1%
CCC(C)(C#CCN1CCCCC1)OCCC#N (stereo not drawn) | -2.0% | -4% | -0.4% | -9.8% | -1 | -17 | i | 1.0% | 10% | -0.7%
Cn1c(SCC(=O)NC2CCCC2)nnc1-c1ccncc1 | -0.5% | -4% | -0.5% | -1.5% | -11 | -14 | i | 0.9% | 5% | -0.1%
O=S(=O)(Nc1cccc(-n2cnnn2)c1)c1ccccc1 | . | -7% | 0.3% | . | . | . | . | 1.6% | 10% | 0.1%
CCOC(=O)c1sc2nc(CSCC(=O)OCc3ccc(C(=O)OC)o3)[nH]c(=O)c2c1C | 0.8% | -4% | 0.3% | -4.3% | 42 | 24 | i | 0.0% | 16% | -0.3%
CC(C)N1CCN(Cc2ccc(C#CCCO)cc2)CC1CCO (stereo not drawn) | -1.3% | 3% | -0.2% | -11% | 10 | 8 | i | -0.1% | 1% | 0.0%
O=C(O)CCC(=O)Nc1ccc2c(c1)oc1ccccc12 | . | 5% | 0.0% | -2.2% | -5 | -2 | i | 0.8% | -3% | 2.4%
COCc1cc(CNC(=O)C2CCC(=O)N(Cc3ccccc3F)C2)[nH]n1 (stereo not drawn) | . | 4% | -0.3% | . | . | . | . | 0.8% | 20% | 0.0%
CC(C)(C)c1ccc(C2=CC(c3ccccc3F)n3ncnc3N2)cc1 (stereo not drawn) | . | 10% | -1.0% | . | . | . | i | -0.4% | 8% | 1.1%
O=C(Nc1ccc(OC(F)(F)F)cc1)Nc1cccnc1 | . | 3% | -0.4% | . | . | . | i | ? | 6% | 1.8%
CCCCN(C)Cc1cc(=O)oc2ccc3ccccc3c12 | . | -5% | -0.4% | . | . | . | . | 2.4% | 21% | 0.0%
CCCCC1S/C(=N/N=C/c2ccc(OC)cc2)N(Cc2ccc(OC)cc2)C1=O (stereo not drawn) | -0.5% | 0% | -1.5% | 0.2% | 5 | -20 | i | ? | 3% | 0.5% | NS5 inhibitors pilot replicate=-2.7
CC(=O)CC1OC(=O)C(Br)=C1NCc1ccccc1 (stereo not drawn) | -0.9% | 8% | 0.0% | 0.8% | -5 | -9 | i | 0.1% | 42µM* | -0.1%
COc1ccc(NC(=O)Nc2nnc(-c3cccs3)s2)cc1 | . | -12% | 0.5% | . | . | . | i | 0.9% | 18% | 0.3%
CC(OC(=O)Cc1cccc(C(F)(F)F)c1)C(=O)Nc1ccc(Cl)cn1 (stereo not drawn) | . | 1% | 0.0% | . | . | . | . | 1.4% | 2% | -0.2%
CCn1c(CNc2ccc(F)cc2)nnc1SCC(=O)Nc1ccccc1OC | -2.3% | 5% | -0.1% | -1.3% | -6 | 6 | i | 3.5% | 12% | -0.6%
CC1CC(C)CN(C(=O)c2cc3cc(Br)cc(Br)c3o2)C1 (stereo not drawn) | -1.7% | 5% | -0.1% | -4.3% | 78* | 19* | i | 38% | 9% | 1.2%
CCCOC(=O)c1ccc(S(N)(=O)=O)o1 | 3.4% | -9% | -0.2% | -6.8% | -9 | 17 | i | 2.1% | 21% | 7.5%
CC(C)(CC(=O)O)CC(=O)N1CCN(c2cc(C(F)(F)F)nc3ccccc23)CC1 | . | -8% | -1.3% | . | . | . | . | 1.0% | 13% | 0.3%
COc1ccc(CN(Cc2ccc(C(=O)O)cc2)C(=S)Nc2cc(C)cc(C)c2)cc1OC | -12% | 0% | 0.5% | -3.6% | 0 | 11 | i | 1.8% | 8% | 0.6%
The results go on:
SMILES | ER stress rescue | NS5 inhibitors | West Nile virus CPE | XIAP antagonists | WT yeast gro inh | WT yeast gro inh mutant strain | Yfh1-depleted yeast | RSV CPE inhibition | Large T inhibition | UTI89 phage lysis | others
CN(C)S(=O)(=O)c1cccc(-c2csc(=Nc3ccccc3)n2CCCN2CCOCC2)c1 | . | 8% | -0.9% | . | . | . | i | -1.6% | 15% | 0.1%
Cc1ccc(C)c(NC(=S)NNC(=S)Nc2ccc(C(C)C)cc2)c1 | -1.3% | 0% | 0.2% | -3.1% | 71* | 25* | i | ? | 5% | -0.1%
COc1ccc(OC)c(S(=O)(=O)Nc2ccc(CC(=O)O)cc2)c1 | 1.4% | 2% | 0.2% | -3.0% | 9 | 13 | i | 0.5% | 1% | 0.2%
O=C1CC(C(=O)Nc2ccc(O)c(C(=O)O)c2)C(c2ccccc2)O1 (stereo not drawn) | -1.0% | 1% | 0.3% | 2.2% | -1 | 20 | i | 2.1% | 32% | 0.3%
CCN1C(=O)Cc2cc(S(=O)(=O)NCCc3ccccc3)ccc21 | . | -4% | 0.6% | . | . | . | . | 3.2% | 2% | 0.1%
CN(Cc1ccccc1)S(=O)(=O)c1ccc(NC(=O)C2CCCO2)cc1 (stereo not drawn) | -1.2% | -8% | 1.0% | -2.0% | -8 | -13 | i | 4.2% | 16% | 1.1%
O=C(C[N+]1(CC#Cc2ccccc2)CCCCC1)c1ccccc1 | -1.5% | -12% | 0.2% | -5.9% | -5 | -1 | i | 5.0% | -3% | -0.6%
Cc1ccccc1C(=O)Nc1ccccc1NC(=O)c1ccccc1C | . | 1% | 0.5% | . | . | . | . | 0.8% | 4% | -0.1%[50 µM]
COc1ccccc1C(=O)COC(=O)CSCC(=O)Nc1cc(C)on1 | . | -1% | . | . | . | . | . | -1.4% | 6% | 1.4%[50 µM]
Cc1ccc(C(=O)COC(=O)c2cccc(N3C(=O)c4c(C)nc5ccccc5c4C3=O)c2)cc1C | -5.1% | 3% | -0.3% | -8.1% | 6 | 8 | i | 2.2% | -3% | 0.1%
Cc1cc(-c2ccc(C(C)C)c(S(=O)(=O)NCCN3CCC(C)CC3)c2)on1 | . | 2% | 0.5% | . | . | . | . | 2.0% | 2% | 0.3%
Cc1ccc(C(=O)Nc2c(C(=O)NCc3ccco3)cnn2-c2ccccc2)cc1 | -1.4% | 0% | 0.2% | -1.3% | -13 | -67 | i | -0.5% | 7% | 3.4%
CCN(CC)c1ccc(C2C(C(=O)OC(C)C)C(=O)CC(C)(O)C2C(=O)OC(C)C)cc1 (stereo not drawn) | -1.6% | -2% | 1.2% | -4.0% | -5 | -4 | i | -0.7% | 0% | 0.2%
COC(=O)c1cc(=O)c2c(C)nc(C(Cl)(Cl)Cl)nc2[nH]1 | . | . | -0.2% | -26% | -7 | 0 | i | -1.6% | 10% | .
COC(=O)c1cn(C(=O)c2ccc(C)c(C)c2)c2ccccc12 | -1.9% | 5% | 0.4% | -20% | 1 | -15 | i | 2.4% | 15% | -10%
COc1cccc(CC2(CO)CCCN(Cc3cn(C)c4ccccc34)C2)c1 (stereo not drawn) | -3.2% | 0% | 0.0% | -1.5% | 9 | -4 | i | 1.3% | . | 0.0%
CCOc1ccc(-n2c(O)c(/C=N/NC(=O)C3COc4ccccc4O3)c3ccccc3c2=O)cc1 (stereo not drawn) | 3.5% | -9% | 0.0% | -4.2% | -9 | 1 | i | 3.2% | 9% | -0.1%
CCCCCCCC/C=C\CCCCCCCC(=O)NCCc1ccc(O)c(O)c1 | . | -2% | . | . | . | . | . | -3.6% | 21% | 3.1%
COc1ccc(C2C(C(=O)NCc3ccco3)CCC(=O)N2c2ccc(OC)cc2)cc1 (stereo not drawn) | -0.2% | -6% | 0.5% | -3.7% | 13 | 4 | i | 1.3% | 18% | 0.4%
CN(Cc1nc(-c2ccncc2)no1)S(=O)(=O)c1ccc(Cl)cc1 | 2.4% | -3% | -0.6% | 0.0% | 1 | 3 | i | -1.0% | 3% | -0.3%
Cc1ccc2nc(NC(=O)C3CCCN(S(=O)(=O)c4cccc5nsnc45)C3)sc2c1 (stereo not drawn) | -1.1% | -11% | 0.4% | -24% | 65* | 28* | i | 43% | 9% | 1.6%
CN1CCN(c2ccc([N+](=O)[O-])cc2C(=O)c2ccccc2)CC1 | -0.6% | -3% | -0.7% | -9.1% | 1 | 15 | i | 2.5% | 6% | 3.5%
COc1ccccc1-c1nc(SCC(=O)NCc2ccco2)c2c(=O)n(C)c(=O)n(C)c2n1 | . | -6% | 1.3% | . | . | . | . | 2.5% | 5% | -0.1%
COc1ccc(CC(=O)OCC(=O)Nc2ccc3[nH]c(=O)[nH]c3c2)cc1 | . | 3% | . | . | . | . | . | 2.8% | 8% | 1.6%[50 µM]
CC(C)C(=O)Nc1ccc(C(=O)NNC(=O)CCc2ccccc2)cc1 | -1.5% | -1% | -0.4% | 4.1% | 4 | 17 | i | 1.9% | 9% | 1.4%[50 µM]
O=C(COc1ncnc2ccccc12)NCCc1ccccc1 | 1.4% | 4% | -0.5% | -12% | -21 | 8 | i | 4.1% | 10% | 0.1%
Cc1cccc(CSCCNC(=O)COc2ccc(Cl)cc2)c1 | -0.8% | 1% | -0.2% | -3.4% | -13 | -26 | i | 1.2% | 9% | 0.2%

Grouped by structure, those above with a CF3 group.
SMILES | ER stress rescue | NS5 inhibitors | West Nile virus CPE | XIAP antagonists | WT yeast gro inh | WT yeast gro inh mutant strain | Yfh1-depleted yeast | RSV CPE inhibition | Large T inhibition | UTI89 phage lysis | others
O=C(Nc1ccc(OC(F)(F)F)cc1)Nc1cccnc1 | . | 3% | -0.4% | . | . | . | i | ? | 6% | 1.8%
CC(OC(=O)Cc1cccc(C(F)(F)F)c1)C(=O)Nc1ccc(Cl)cn1 (stereo not drawn) | . | 1% | 0.0% | . | . | . | . | 1.4% | 2% | -0.2%
CC(C)(CC(=O)O)CC(=O)N1CCN(c2cc(C(F)(F)F)nc3ccccc23)CC1 | . | -8% | -1.3% | . | . | . | . | 1.0% | 13% | 0.3%
